Bioassay records as filed in PubChem BioAssay.
PI4K2A inh: blocks human PI4K2A kinase activity. Q9BTU6. purified PI4K2A, ADP-Glo luminescence, 1 h; hits give low values. activity change, negative = inhibition, % at 76.9 µM. 420,000 compounds, 0.13% hits. AID 1346378; in the data active = activity change below about -50%; inconclusive = mostly about -30% to -49%;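 also: -100% = wells without enzyme as full effect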
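Compounds are screened against recombinant PI4K2A using PI as substrate and ATP, the latter dispensed at 300 microM. Reactions run one hour at ambient temperature before ADP-Glo detection; full inhibition defined by wells lacking enzyme.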
G9a inh: inhibitors of human histone lysine methyltransferase G9a; 350,000 compounds, 8.8% hits; Potency, µM (series often up to 102 µM), for inactives: at the top dose activity, negative = inhibition, most hits filed as inhibitors; Q96KQ7; G9a H3K9 monomethylation, AlphaScreen, 2 h; also: potency is read from the fitted curve at half-maximal effect; % is scaled to controls: 0 for no effect and ±100 for the full control effect; nearly all actives have a fitted effect of over 75% in size
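AlphaScreen read-out: biotin-H3K9 peptide (500 nM) methylation by 20 nM enzyme with 20 uM SAM, 2 h at room temperature after 15 min compound preincubation; anti-monomethyl H3K9 antibody plus donor/acceptor beads, 10 min dark.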
BAZ2B inh: BAZ2B (human) inhibition. AlphaScreen BAZ2B-H3K14Ac peptide displacement. Potency, µM (top dose mostly 114 µM), without a hit: at the top dose activity change, negative = inhibition, actives largely listed as inhibitors. 360,000 compounds, 4.4% hits. Q9UIF8; also: potency is read from the fitted curve at half-maximal effect; % is scaled to controls: 0 for no effect and ±100 for the full control effect; nearly all actives have a fitted effect of over 60% in size
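Compounds, titrated to a top concentration of 110 uM, were incubated 30 min at room temperature with preformed BAZ2B/acetyl-K14 H3 peptide complex (50 nM each). Proximity signal was measured by AlphaScreen after 20 min with beads.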
GLS inh: blocks human kidney-isoform glutaminase activity | O94925 | 410,000 compounds, 0.21% hits | Potency, µM (top dose mostly 45.5 µM), for inactives: at the highest dose activity change, negative = inhibition, most hits filed as inhibitors | AID 624170 | GLS enzymatic activity, qHTS titration; also: potency is read from the fitted curve at half-maximal effect; % is scaled to controls: 0 for no effect and ±100 for the full control effect
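hKGA in 45 mM KH2PO4 (pH 8.2), 0.02% Tween-20 with compound, then 1mM L-Glutamine (stock as added) plus glutamate oxidase/HRP/Amplex red coupling mix. Fluorescence read initially and after 30 min at RT; signal change reflects glutamate formation.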
JMJD2A Tudor: JMJD2A Tudor domain (human) inhibition; O75164; AlphaScreen JMJD2A-Tudor / H3K4me3 peptide binding; Potency, µM (doses to about 114 µM), without a hit: top-dose activity change, negative = inhibition, hits mostly inhibitors; 390,000 compounds, 4.4% hits; also: potency is read from the fitted curve at half-maximal effect; % is scaled to controls: 0 for no effect and ±100 for the full control effect; nearly all actives have a fitted effect of over 50% in size
12-LOX inh: ALOX12 (human) lipoxygenase inhibition; 580,000 compounds, 1.1% hits; Potency, µM (series often up to 108 µM), without a hit: at the top dose activity change, negative = inhibition, hits mostly inhibitors; purified 12hLO, xylenol orange hydroperoxide absorbance; also: potency is read from the fitted curve at half-maximal effect; % is scaled to controls: 0 for no effect and ±100 for the full control effect
Target sequence (P18054 whole entry, looked up): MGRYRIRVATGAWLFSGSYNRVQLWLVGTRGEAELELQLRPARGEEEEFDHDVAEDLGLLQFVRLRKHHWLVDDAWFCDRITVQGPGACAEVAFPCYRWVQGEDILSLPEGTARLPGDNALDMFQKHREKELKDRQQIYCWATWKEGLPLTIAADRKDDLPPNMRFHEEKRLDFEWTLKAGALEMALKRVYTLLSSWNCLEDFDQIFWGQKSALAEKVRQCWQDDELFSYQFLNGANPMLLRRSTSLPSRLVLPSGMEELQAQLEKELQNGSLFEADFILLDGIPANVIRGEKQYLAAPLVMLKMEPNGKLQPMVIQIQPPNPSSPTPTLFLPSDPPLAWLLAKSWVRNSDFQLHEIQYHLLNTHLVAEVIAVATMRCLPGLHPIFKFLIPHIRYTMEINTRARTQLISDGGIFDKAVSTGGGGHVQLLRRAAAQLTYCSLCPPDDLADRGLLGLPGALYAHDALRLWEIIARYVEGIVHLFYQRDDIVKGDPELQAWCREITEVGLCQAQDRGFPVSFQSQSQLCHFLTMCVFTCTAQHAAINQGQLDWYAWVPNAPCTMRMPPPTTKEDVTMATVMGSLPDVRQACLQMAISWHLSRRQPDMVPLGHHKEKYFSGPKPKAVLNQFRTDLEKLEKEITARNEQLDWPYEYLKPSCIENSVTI
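Purified human 12hLO (150 nM final) in 25 mM Hepes, 0.01% Triton X-100, pH 7.0 was preincubated 15 min at room temperature with compound. Then 40 uM arachidonic acid was added, 30 min. Hydroperoxide was read by Fe-XO absorbance ratio 573/405 nm.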
HP1b binding inh: blocks HP1-beta chromodomain binding to methylated histone tails; 390,000 compounds, 0.56% hits; P83916; AID 540317; AlphaScreen HP1-beta / biotin-H3K9me3 peptide binding; Potency, µM (series often up to 114 µM), for the others: at the top dose activity change, negative = inhibition, actives largely listed as inhibitors; also: potency is read from the fitted curve at half-maximal effect; nearly all actives have a fitted effect of over 70% in size; inactives centre near 23
Target sequence (P83916 whole entry, looked up): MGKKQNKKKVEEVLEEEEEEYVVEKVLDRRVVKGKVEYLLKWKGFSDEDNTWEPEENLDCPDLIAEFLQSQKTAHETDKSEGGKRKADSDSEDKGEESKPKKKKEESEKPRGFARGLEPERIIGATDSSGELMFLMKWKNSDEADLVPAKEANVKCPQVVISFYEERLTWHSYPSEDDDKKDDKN
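HP1-beta protein (50 nM final) preincubated 30 min at room temperature with biotinylated H3(1-18)K9me3 peptide (50 nM) in PBS pH 7.4, 0.01% Tween-20, then compound added for 30 min. AlphaScreen streptavidin donor/nickel chelate acceptor beads (10 ug/mL final), 30 min dark, luminescence read.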
RGS4 inh: blocks human RGS4-accelerated GTP hydrolysis; P49798; Transcreener GDP fluorescence polarization, RGS4-accelerated GTP hydrolysis; 390,000 compounds, 0.039% hits; Potency, µM (highest dose often 114 µM), without a hit: at the top dose activity change, negative = inhibition, usual class: inhibitors; also: potency is read from the fitted curve at half-maximal effect; % is scaled to controls: 0 for no effect and ±100 for the full control effect; nearly all actives have a fitted effect of over 75% in size; some results filed as inactive show a strong effect at the top dose
Target sequence (P49798 whole entry, looked up): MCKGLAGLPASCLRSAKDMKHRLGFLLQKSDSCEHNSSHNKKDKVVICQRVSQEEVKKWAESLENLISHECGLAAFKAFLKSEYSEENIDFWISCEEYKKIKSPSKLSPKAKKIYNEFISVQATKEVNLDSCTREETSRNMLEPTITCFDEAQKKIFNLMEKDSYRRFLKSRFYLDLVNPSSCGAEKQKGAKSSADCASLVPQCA
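MLSMR compounds (23 nl, pin-transferred) preincubated 10 min at room temperature with a 500nM (2x) first reagent, then RGS4 at 900nM (2x) plus Transcreener GDP mix added; fluorescence polarization (620/688 nm) read before and after 90 min at 30 °C.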
ERG-DNA inh: inhibitors of human ERG Ets domain-DNA interaction; fluorescence polarization, His-ERG Ets domain / labelled DNA; P11308; Potency, µM (top dose mostly 76.9 µM), for inactives: at the highest dose FP activity, negative = inhibition, actives largely listed as inhibitors; AID 624246; 370,000 compounds, 0.028% hits; active = well fitted inhibition curve with a large enough effect in the polarisation, with a control signal flat; inconclusive = small, poorly fitted or top-dose-only effect, or effect the other way, or a change in a side signal; inactive = no such curve, though single readings can be large or run the other way; the % refers to the polarisation;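 also: polarization taken with two DNA probes labelled with fluorescein and Texas red; potency is read from the fitted curve at half-maximal effect; % of control where 0% means no effect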
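His-tagged ERG Ets domain (1 uM in the protein solution; 300mM KCl, 50mM Tris-HCl, 1mM EDTA, 1mM DTT, pH 7.5) received compound, then a probe mix of 5 nM fluorescein-DNA and 100nM Texas-615-DNA. Fluorescence polarization was read for both dyes.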
Numbers without * were called inactive; ? = inconclusive; · = no result given; [ ] = dose if it differs, or a comment. Unless noted, calls follow the shape of the dose curve; as a rule, active = well fitted curve in the direction sought with a large enough effect; inconclusive = small, poorly fitted or top-dose-only effect, or another doubt; inactive = no such curve, though single readings can be large; an effect the other way counts as inactive or inconclusive.

SMILES	PI4K2A inh	G9a inh	BAZ2B inh	GLS inh	JMJD2A Tudor	12-LOX inh	HP1b binding inh	RGS4 inh	ERG-DNA inh
COc1cc(OC)c(C(=O)NNC(=S)NC2CCCCC2)cc1OC	-1	-13%[59 µM]	12%	?	?	-12%	11%	-40%	-9%
CCCC(=O)Nc1ccc(-c2nc3cc(C)c(C)cc3o2)c(O)c1	-1	-25%[12.7 µM]	-3%	-3%	8%	10%	43%[activator]	-6%	-5%
COc1cc(OC)cc(C(=O)N[C@H](C(=O)OCC(=O)Nc2ccc(F)c(F)c2)C(C)C)c1	-3	-11%[59 µM]	4%	5%	-11%	2%	20%	-8%	·
CC(=O)NCC(=O)OCC(=O)c1ccccc1	2	-5%[59 µM]	2%	1%	-11%	-16%	21%	-5%	·
CCOc1cc(C(=O)Nc2ccc(N3CCOCC3)cc2)cc(Br)c1OC	-2	?	-28%	12%	-1%	363%[activator]	4%	-10%	9%
COCCCn1c(=O)c2sccc2n(Cc2cccc(F)c2)c1=O	-7	18%[59 µM]	-19%	-4%	-12%	0%	18%	3%	-1%
Brc1ccc(-c2nnc3sc(CN4CCc5ccccc5C4)cn23)cc1	2	·	·	8%	-1%[11.4 µM]	0%	10%	3%[11.4 µM]	4%
COc1ccc(CCNC(=O)C2CC3Cn4c(nc5ccccc54)C3N2c2ccccc2)cc1 (stereo not drawn)	2	·	·	-2%	-10%	-23%	16%	-21%	7%
COc1ccc(CCN2C(=O)C3C4C=CC(C4)C3C2=O)cc1OC (stereo not drawn)	3	-8%	-6%	2%	-3%	26%	30%	-8%	-23%
COc1ccc(NC(=O)CS(=O)c2cccc(C(F)(F)F)c2)cc1 (stereo not drawn)	-1	·	-1%	-2%	-22%	-6%	24%	-24%	11%
COc1ccc(Cc2nnc(SCC(=O)N(C)CC(=O)Nc3ccc(C)cc3)o2)cc1	-2	-29%	5%	-1%	-9%	-10%	21%	-7%	-2%
COC(=O)c1c(C)oc2c1cc(NS(=O)(=O)c1ccc(C(=O)O)cc1)c1ccccc12	1	35µM*	?	0%	-32%	4%[57.4 µM]	1%	-19%	1%
CCN1CCC(N(Cc2ccc3c(c2)OCO3)C(=O)Nc2ccc(Br)c(C)c2)CC1	0	?	?	1%	?	?	8%	-5%	-16%
CCC(c1nnnn1CCc1ccccc1)N(Cc1ccco1)Cc1cc2cc(C)cc(C)c2[nH]c1=O (stereo not drawn)	1	?	?	1%	-7%	-33%	16%	-38%	10%
CC(=O)Nc1ccc(S(=O)(=O)N2CCC(C(=O)O)(c3ccccc3)CC2)cc1	2	-1%[0.501 µM]	7%	-2%	1%	0%	22%	4%	-9%
COc1ccc(C2CC(=O)c3cnc(NC(=O)c4ccccc4)nc3C2)cc1OC (stereo not drawn)	0	-5%[59 µM]	9%	-7%	-13%	20%	34%	-24%	-4%
Cc1cc(C)cc(S(=O)(=O)c2cn(C)c3cc(N4CCCC4)c(F)cc3c2=O)c1	-7	1%[59 µM]	-3%	7%	-14%	-13%	42%[activator]	-15%	-1%
Cc1ccc(S(=O)(=O)N(C)C[C@@H]2Oc3ccc(NC(=O)Cn4cnnn4)cc3C(=O)N([C@@H](C)CO)C[C@H]2C)cc1	0	·	·	6%	-23%	-14%	25%	0%	18%
COc1ccc(N2CCN(CCNC(=O)c3ccc4c(c3)[nH]c(=S)n3c5ccccc5nc43)CC2)cc1	2	50µM*	?	3%	?	17%	5%	-8%	-1%
O=C(Nc1ccccc1Cl)c1cnccn1	4	13%[59 µM]	-1%	2%	-8%	-5%	53%[activator]	-12%	-13%

Record cards (already shown):
`CCOc1cc(C(=O)Nc2ccc(N3CCOCC3)cc2)cc(Br)c1OC` as listed: PI4K2A inh: -2; G9a inh: ?; BAZ2B inh: -28%; GLS inh: 12%; JMJD2A Tudor: -1%; 12-LOX inh: 363%[activator]; HP1b binding inh: 4%; RGS4 inh: -10%; ERG-DNA inh: 9%
`COc1cc(OC)c(C(=O)NNC(=S)NC2CCCCC2)cc1OC` as listed: PI4K2A inh: -1; G9a inh: -13%[59 µM]; BAZ2B inh: 12%; GLS inh: ?; JMJD2A Tudor: ?; 12-LOX inh: -12%; HP1b binding inh: 11%; RGS4 inh: -40%; ERG-DNA inh: -9%

(next part)
SMILES	PI4K2A inh	G9a inh	BAZ2B inh	GLS inh	JMJD2A Tudor	12-LOX inh	HP1b binding inh	RGS4 inh	ERG-DNA inh
COc1ccc(/C=C\C(=O)NCC(=O)N/N=C/c2cccc(OC)c2O)cc1	-4	81%[activator][59 µM]	-10%	-5%	-3%	-30%	34%	-25%	-1%
CSc1cccc(NC(=O)CSc2ncccc2C(=O)Oc2cccc([N+](=O)[O-])c2)c1	15	?	0%	10%	-25%	-20%	1%	?	3%
COc1cccc(N2C(=O)Nc3ccc(Br)cc3C2(O)C(=O)NCCCN(C)C)c1 (stereo not drawn)	0	7%[12.7 µM]	-1%	-3%	-6%	4%	13%	-8%	10%
CC1=CC=CC2=NC(=O)CC(C)(C(=O)N(CC(=O)NC(C)C)C3CCCC3)N12 (stereo not drawn)	3	-1%[59 µM]	6%	-2%	-13%	-11%	13%	2%	1%
NC(N)=Nc1nc(-c2ccccc2)c2cc(Cl)ccc2n1	-7	8%[0.501 µM]	-28%	2%	-32%	?	5%	23%	-6%
COc1cccc(C(=O)CC2(O)C(=O)Nc3ccc(Cl)cc32)c1 (stereo not drawn)	0	-28%[59 µM]	7%	12%	2%	0%	28%	-19%	-12%
OCC1(CC2CCCCO2)CCN(Cc2ccccc2-c2ccco2)CC1 (stereo not drawn)	-3	-10%	-10%	0%	-20%[11.4 µM]	-24%	33%	-11%	7%
Cc1ccc(S(=O)(=O)NCc2csc(-c3cccs3)n2)cc1	-1	8%	0%	-5%	-11%	-2%	44%[activator]	-2%	-21%
CCn1cnc2c(=O)oc3ccc(S(=O)(=O)N4CCN(c5cc(C)ccc5C)CC4)cc3c21	1	3%[59 µM]	3%	-3%	-14%	-19%	3%	21%	6%
Cc1ccc(SCCNC(=O)/C=C/c2ccc([N+](=O)[O-])cc2)cc1	6	-6%[59 µM]	?	-3%	-31%	1%	-16%	-5%	6%
COc1ccc2[nH]cc(CCNC(=O)CS(=O)(=O)Cc3ccccc3)c2c1	-3	-2%	-15%	14%	-24%	6%	-4%	-2%	0%
Cc1ccc2nc(SCC(=O)Nc3nonc3N)[nH]c2c1	2	-7%	-12%	0%	-19%	-2%	16%	15%	3%
CCOc1ccc(S(=O)(=O)N(CC(=O)NCCSCc2ccc(C)cc2)c2ccccc2)cc1	-3	0%[59 µM]	-1%	7%	-10%	-22%	26%	15%	-4%
C=CCn1c(=O)c2c(nc3n2CCN3c2cccc(Cl)c2C)n(C)c1=O	9	-9%	-6%	-6%	-12%	0%	7%	-10%	-4%
CCOC(=O)N1CCN(C(=O)C2CCCN(S(=O)(=O)c3ccc(F)cc3)C2)CC1 (stereo not drawn)	-2	4%	-10%	1%	-3%	6%	11%	-4%	-4%
Cc1ccnc(NS(=O)(=O)c2ccc(NS(=O)(=O)c3ccc([N+](=O)[O-])cc3)cc2)n1	-1	7%	-9%	0%	0%	-7%	36%	6%	-9%
Cc1[nH]c2ccccc2c1C(=O)COC(=O)Cn1cnc2ccccc21	-20	?	3%	-6%	-9%	1%	6%	18%	-2%

In the list so far, these contain two or more sulfur atoms:
SMILES	PI4K2A inh	G9a inh	BAZ2B inh	GLS inh	JMJD2A Tudor	12-LOX inh	HP1b binding inh	RGS4 inh	ERG-DNA inh
CSc1cccc(NC(=O)CSc2ncccc2C(=O)Oc2cccc([N+](=O)[O-])c2)c1	15	?	0%	10%	-25%	-20%	1%	?	3%
Cc1ccc(S(=O)(=O)NCc2csc(-c3cccs3)n2)cc1	-1	8%	0%	-5%	-11%	-2%	44%[activator]	-2%	-21%
CCOc1ccc(S(=O)(=O)N(CC(=O)NCCSCc2ccc(C)cc2)c2ccccc2)cc1	-3	0%[59 µM]	-1%	7%	-10%	-22%	26%	15%	-4%
Cc1ccnc(NS(=O)(=O)c2ccc(NS(=O)(=O)c3ccc([N+](=O)[O-])cc3)cc2)n1	-1	7%	-9%	0%	0%	-7%	36%	6%	-9%

Part of the list above with just G9a inh and RGS4 inh.
SMILES,G9a inh,RGS4 inh
CSc1cccc(NC(=O)CSc2ncccc2C(=O)Oc2cccc([N+](=O)[O-])c2)c1,?,?
COc1cccc(N2C(=O)Nc3ccc(Br)cc3C2(O)C(=O)NCCCN(C)C)c1 (stereo not drawn),7%[12.7 µM],-8%
CC1=CC=CC2=NC(=O)CC(C)(C(=O)N(CC(=O)NC(C)C)C3CCCC3)N12 (stereo not drawn),-1%[59 µM],2%

These rows are one share of the data. The share of hits here may be higher or lower than overall.
